From PubChem BioAssay
Rat MKP-3 inhibitors: inhibition of rat DUSP6 enzyme activity – biochemical, in vitro, primary screen (AID 425) | recombinant MKP-3 phosphatase activity, fluorescence; higher % means a stronger effect | one-dose inhibition, % at 20 µM; IC50 in µM for titrated hits | 110,000 tested, 0.17% active; in the data active means inhibition above about 50%;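 further: plate controls were vehicle for no effect and reference inhibitor for full effect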
Hsp70 inhibitors: small molecules displacing fluorescent ligand from Hsp70 – biochemical, fluorescence polarization, primary screen (AID 583). displacement, % at 20 µM; hits with a dose series show IC50 in µM. 140,000 tested, 0.06% active. Hsp70 fluorescence polarization probe displacement, mP; higher % means a stronger effect; in the data active means displacement above about 50%;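 further: plate controls were vehicle for no effect and reference ligand for full effect; a part of the inactive calls stands beside numbers as strong as those of hits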
* marks the source's active call; other numbers are inactive results; x = not tested or not shown; & = joins results of further samples. Not all compounds are listed, so the mix of outcomes need not match the whole.

SMILES	Rat MKP-3 inhibitors	Hsp70 inhibitors
O=S(=O)(c1ccc(Cl)s1)N1CCN(Cc2ccccc2)CC1	x	4.1%
COC(=O)Cn1c2ccc(C)cc2c2nc(C)sc21	x	7.8%
COc1cc(=O)n2c(n1)SCCC2	x	4.8%
COc1ccc(S(=O)(=O)N2CCN(Cc3ccncc3)CC2)cc1	2%	-0.1%
C=CCc1c(C)nc(C)nc1N/N=C/c1ccccc1O	x	-6.7%
Cc1cccc(-c2nnc(SCC#N)n2-c2ccccc2)c1	-2%	4.9%
O=P(O)(O)c1ccccc1OCc1ccccc1	-4%	-1.7%
Cc1cccc(CC(C(=O)O)C(C)C(=O)O)c1 (stereo not drawn)	2%	3.2%
O=C(CN1C(=O)c2ccccc2C1=O)NCc1ccc(C(=O)O)cc1	2%	-2.6%
Cc1ccc(-c2nnc(CSc3nnc4c5c(C)c(C)sc5nc(C(C)C)n34)o2)cc1	2%	-1.7%
Cc1cccc(C(=O)O/N=C(\N)c2ccc(Br)cc2)c1	0%	-2.2%&2.0%
O=C(NCCN1CCCC1)C1CCN(S(=O)(=O)N2CCC3(CC2)OCCO3)CC1	-8%	x
COc1ccc(-c2cc(C(F)F)n3ncc(C(=O)N4CCCCC4)c3n2)cc1	x	-0.8%
CCn1c(=O)n(CC)c2cc(S(=O)(=O)N3CCc4ccccc43)ccc21	-4%	-3.2%
O=C(CSc1nnc(-c2ccco2)n1Cc1ccccc1)OC1CCCCC1	-10%	-0.4%
COc1nc(-c2ccccc2)c[n+](C)n1	4%	-1.1%
CC(C)NC(=O)CSc1nc2ccccc2n1-c1ccccc1	-9%	2.8%
COc1ccc(N2C(=O)C3CCCN3C2c2cc(OC)c(OC)cc2OC)cc1 (stereo not drawn)	-1%	-2.0%
Cc1cc(C)n(-c2nc3c(c(=O)[nH]c(=O)n3C)n2CC(O)COc2ccccc2)n1 (stereo not drawn)	3%	x
O=C(CSc1nc(-c2ccccc2)c(-c2ccccc2)[nH]1)N1CCN(S(=O)(=O)c2ccccc2)CC1	x	9.2%
CC(C)c1nnc(NC(=O)CCC(=O)N2CCN(Cc3ccccc3)CC2)s1	-6%	-2.1%
CC(c1nc2ccccc2n1C)C(O)c1ccccc1 (stereo not drawn)	0%	0.4%
O=C(NCc1ccc2c(c1)OCO2)c1ccc(S(=O)(=O)N2CCCCC2)cc1	x	-1.7%
CCC(=O)Nc1c(-c2ccc(OC)cc2)c(=O)c2ccccc2n1C	-11%	2.8%
N#Cc1cnc(Nc2nc3ccccc3o2)nc1-c1ccccc1	4%	5.8%
Cc1cc(NC(=O)CCC(=O)N(c2cccnc2)C(C(=O)NC2CCCC2)c2ccccc2)no1 (stereo not drawn)	-5%	0.3%
CCN1C(=O)/C(=C/c2ccc(OC(=O)c3ccc(F)cc3)c(OC)c2)SC1=S	3%	-0.5%
COc1ccccc1N1CCN(C(CNC(=O)c2ccco2)c2cccnc2)CC1 (stereo not drawn)	-10%	0.9%
COc1ccc(CCNC(=O)COC(=O)c2cnc(C)cn2)cc1	x	-1.2%
CCCOc1ccccc1C1C(C(=O)OC)=CN(C(C)C)C=C1C(=O)OC	-10%	-0.8%
O=C(NCCCN1CCCC1=O)c1cncc(Br)c1	-3%	1.9%
Cc1cccc(CN2CCN(c3ccccn3)CC2)c1	-3%	x
CCCCN(CC)Cc1c(C)[nH]c2ccccc2c1=O	-9%	-3.8%
CCOC(=O)C1=C(C)N=c2s/c(=C\c3cccs3)c(=O)n2C1c1ccc(N(C)C)cc1 (stereo not drawn)	0%	3.8%
O=C1/C(=C/c2nc3ccccc3c(=O)n2-c2ccccc2)c2ccccc2N1Cc1ccccc1	7%	-3.8%
CC1(C)CC(=O)C(C2(O)C(=O)Nc3ccc(Br)cc32)CO1 (stereo not drawn)	-1%	-0.8%
O=c1[nH]c2ccccc2n1Cc1ccc(Cl)cc1	x	-0.2%
CN(C)c1ccc(NC(=O)COc2ccc(Cl)cc2Br)cc1	2%	-1.8%
c1ccc(Nc2nc(-c3ccccc3)[n+](-c3ccccc3)s2)cc1	5%	-1.2%
O=C(O)C1CC(=O)N(c2ccc(OCc3c(F)cccc3Cl)cc2)C1 (stereo not drawn)	0%	-1.5%
COc1ccc(-c2cc3ccccc3oc2=O)cc1OC	0%	0.5%
O=C(Nc1cccc(Cl)c1)Nc1ccccc1C(=O)N1CCN(c2ccc(F)cc2)CC1	-2%	-4.2%
Cc1nc2ccccn2c1/C(O)=C1\C(=O)C(=O)N(CCCn2ccnc2)C1c1ccncc1 (stereo not drawn)	4%	5.0%
CC(C(=O)O)N1C(=O)/C(=C/c2cccs2)SC1=S (stereo not drawn)	2%	-6.5%
COc1ccc(NC(=O)CN(Cc2ccccc2)S(=O)(=O)c2ccccc2)cc1Cl	0%	5.8%
COCCN(CCOC)Cc1c(O)ccc2c3c(c(=O)oc12)CCC3	5%&4%	-2.8%&2.3%
CCOC(=O)c1[nH]c(C)c(/C(O)=C2\C(=O)C(=O)N(CCCn3ccnc3)C2c2ccncc2)c1C (stereo not drawn)	-14%	4.8%
O=C(NN1C(=O)/C(=C/c2ccc([N+](=O)[O-])cc2)SC1=S)c1ccccc1Cl	0%	2.5%
O=C(O/N=C/c1ccc([N+](=O)[O-])o1)c1ccccc1Br	-1%	-1.5%
COC(=O)c1cccc(N2C(=O)C3CC=CCC3C2=O)c1 (stereo not drawn)	x	8.4%
COc1cc([N+](=O)[O-])cc(C=C2C(=O)N(C)C(=O)N(C)C2=O)c1O	4%	-0.7%
COc1cc(/C=N/NC(=O)CSCc2ccc([N+](=O)[O-])cc2)cc(OC)c1OC	1%	-5.5%
CCCn1c(-c2nonc2N)nc2ccccc21	x	7.4%
Cc1c(C(=O)NCCC2=CCCCC2)cccc1[N+](=O)[O-]	0%	3.8%
C/C(=N\NC(=O)c1cc(C)[nH]n1)c1ccc2ccccc2c1O	0%	-6.4%
O=C1c2ccccc2C(Nc2ccc3c(c2)OCCO3)N1c1ccccn1 (stereo not drawn)	-6%	-2.0%
CCCCOc1ccc(CSC(=N)N)cc1[N+](=O)[O-]	x	-5.9%
CCOC(=O)Cc1csc(NC(=O)/C=C\c2ccccc2Cl)n1	0%	6.5%
CC(C)(C)n1nnnc1C(c1cccs1)N1CCCc2ccccc21 (stereo not drawn)	-8%	5.7%
C(=C\CSc1nc2ccccc2[nH]1)/CSc1nc2ccccc2[nH]1	2%	2.4%

A different layout for some results above:
SMILES | Rat MKP-3 inhibitors | Hsp70 inhibitors
O=C(Nc1cccc(Cl)c1)Nc1ccccc1C(=O)N1CCN(c2ccc(F)cc2)CC1 | -2% | -4.2%
Cc1nc2ccccn2c1/C(O)=C1\C(=O)C(=O)N(CCCn2ccnc2)C1c1ccncc1 (stereo not drawn) | 4% | 5.0%
CC(C(=O)O)N1C(=O)/C(=C/c2cccs2)SC1=S (stereo not drawn) | 2% | -6.5%
COc1ccc(NC(=O)CN(Cc2ccccc2)S(=O)(=O)c2ccccc2)cc1Cl | 0% | 5.8%
COCCN(CCOC)Cc1c(O)ccc2c3c(c(=O)oc12)CCC3 | 5%&4% | -2.8%&2.3%
CCOC(=O)c1[nH]c(C)c(/C(O)=C2\C(=O)C(=O)N(CCCn3ccnc3)C2c2ccncc2)c1C (stereo not drawn) | -14% | 4.8%
O=C(NN1C(=O)/C(=C/c2ccc([N+](=O)[O-])cc2)SC1=S)c1ccccc1Cl | 0% | 2.5%
O=C(O/N=C/c1ccc([N+](=O)[O-])o1)c1ccccc1Br | -1% | -1.5%
COC(=O)c1cccc(N2C(=O)C3CC=CCC3C2=O)c1 (stereo not drawn) | x | 8.4%
COc1cc([N+](=O)[O-])cc(C=C2C(=O)N(C)C(=O)N(C)C2=O)c1O | 4% | -0.7%
COc1cc(/C=N/NC(=O)CSCc2ccc([N+](=O)[O-])cc2)cc(OC)c1OC | 1% | -5.5%
CCCn1c(-c2nonc2N)nc2ccccc21 | x | 7.4%
Cc1c(C(=O)NCCC2=CCCCC2)cccc1[N+](=O)[O-] | 0% | 3.8%
C/C(=N\NC(=O)c1cc(C)[nH]n1)c1ccc2ccccc2c1O | 0% | -6.4%
O=C1c2ccccc2C(Nc2ccc3c(c2)OCCO3)N1c1ccccn1 (stereo not drawn) | -6% | -2.0%
CCCCOc1ccc(CSC(=N)N)cc1[N+](=O)[O-] | x | -5.9%

Two compounds picked at random from the list so far:
SMILES	Rat MKP-3 inhibitors	Hsp70 inhibitors
COc1cc([N+](=O)[O-])cc(C=C2C(=O)N(C)C(=O)N(C)C2=O)c1O	4%	-0.7%
CCOC(=O)Cc1csc(NC(=O)/C=C\c2ccccc2Cl)n1	0%	6.5%

(listing goes on)
SMILES	Rat MKP-3 inhibitors	Hsp70 inhibitors
Fc1ccc(CSc2ncnc3nc[nH]c23)cc1	-1%	5.0%
Cc1c(Cc2ccccc2)sc(NC(=O)c2ccc(-c3ccccc3)cc2)c1C(N)=O	8%	-5.1%
C/C(=C/c1oc2ccc(O)cc2c1[N+](=O)[O-])N(C)C	x	0.8%
COc1ccc(N(CC(=O)N/N=C(\C)c2ccccc2)S(=O)(=O)c2ccccc2)cc1	2%	-12%
CC(C)c1cc(NCCCN2CCOCC2)n2c(nc3ccccc32)c1C#N	7%	-2.6%
CCOc1ccc(CCNC(=O)CN2CCN(Cc3ccccc3C)C2=O)cc1OCC	-2%	-1.1%
CN(C)c1ccc(/C=C2\N=C(c3ccccc3Cl)OC2=O)cc1	11%	-49%
CC(C)C[C@H](NC(=O)NCc1ccccc1Cl)C(=O)O	8%	-6.5%
Cc1nn2c(C)nc3sc4c(c3c2nc1=O)CC(C)(C)OC4	x	-2.7%
Cc1sc(C(=O)NCc2cccnc2)c2nc(C)n(CC(=O)NCc3cccnc3)c(=O)c12	-9%	-0.6%
COc1ccc(-c2cn[nH]c2N)c(OC)c1	-13%	0.1%
O=S(=O)(c1ccc(Br)cc1)N1CCN(c2ccccc2)CC1	-2%	1.3%
Cc1ccc(OCCNC(=O)c2ccccc2N)cc1	-11%	2.1%
COc1ccc2[nH]c(=O)c(CN(CCO)C(=O)c3ccccc3F)cc2c1	-7%	-0.5%
CCCCC(NC(C)=O)c1nc2ccccc2[nH]1 (stereo not drawn)	-1%	-1.5%
O=C(CSc1nc2ccccc2c(=O)n1-c1ccccc1)N1CCCC1	x	-1.8%
CCN1CCN(C(c2cccs2)C(C)NC(=O)CC(C)C)CC1 (stereo not drawn)	0%	2.3%
CCCC(=O)NNC(=O)c1ccccc1C	-3%	-2.2%
COc1ccc2c(c1OC)C(=O)N(c1ccc3c(c1)CCC3)C2=O	-1%	2.8%
CCOC(=O)C(NC(=O)Cc1ccccc1)(Nc1cc(C)on1)C(F)(F)F (stereo not drawn)	x	2.5%
COc1ccc(N2C(=S)N(C(=O)c3ccccc3)C(=Nc3ccccc3)C2=Nc2ccccc2)cc1	x	-2.3%
COc1ccc(NC(=O)N2CCCC(c3nc(-c4ccc(C(C)C)cc4)no3)C2)cc1 (stereo not drawn)	-11%	-2.4%
COC(=O)C1=C(C)NC2=C(C(=O)CC(c3ccccc3Cl)C2)C1c1ccc(Cl)cc1 (stereo not drawn)	7%	2.2%
O=C1CCC([N+](=O)[O-])C(c2ccc(Cl)cc2)N1 (stereo not drawn)	x	1.1%
CCOc1ccccc1CNC(=O)c1cc2oc3ccccc3c2n1CC	x	-1.3%
CS(=O)(=O)N1CCCC(C(=O)NCCN2CCC(Cc3ccccc3)CC2)C1 (stereo not drawn)	6%	-1.6%
Cc1ccsc1/C=C1\SC(=S)N(c2c(C)n(C)n(-c3ccccc3)c2=O)C1=O	4%	0.6%
CCCCCCCNC1CC(=O)N(c2ccc(OCCC)cc2)C1=O (stereo not drawn)	2%	-2.8%
Cc1ccc(N(CC(=O)Nc2ccccc2C(=O)N2CCOCC2)S(C)(=O)=O)cc1	x	-0.6%
COC(=O)c1c(NC(=O)COc2ccc(C)cc2Br)sc2c1C(C(=O)OC)CC2 (stereo not drawn)	-5%	2.6%
CCCc1n[nH]c2c1C(=O)CC(C)(C)C2	-15%	-2.1%
Cc1cc(C(=O)Nc2ccc(N(C)C)cc2)ccc1[N+](=O)[O-]	6%	0.3%
CC(=O)C1=C(C)NC2=C(C(=O)CC(C)(C)C2)C1c1cccc([N+](=O)[O-])c1 (stereo not drawn)	1%	-2.2%
CC(C)Nc1nc(NC(C)C)nc(N(C)C(N)=O)n1	-2%	-7.8%
COc1ccc(C2OC(=O)CC2C(=O)NC(C)C)cc1 (stereo not drawn)	30%	0.1%
Cc1ccc(CC(NC(=O)c2ccccc2)C(=O)N2CCCC2C(=O)O)cc1 (stereo not drawn)	-5%	-2.3%
CCC1(C)Cc2c(sc3[nH]c(=S)n(Cc4ccccc4)c(=O)c23)CO1 (stereo not drawn)	-2%	0.9%&6.9%
CCOc1ccc(N2C(=O)CC(NCCc3ccncc3)C2=O)cc1 (stereo not drawn)	-5%	-1.8%
COC(=O)Cc1[nH]nc2c1C1(C(=O)N(Cc3ccc(Cl)cc3)c3ccccc31)C(C#N)=C(N)O2 (stereo not drawn)	5%	2.1%
CC(C)(Oc1ccc(Cl)cc1)C(=O)N1CCN(c2ccccn2)CC1	-4%	0.8%
COc1ccc(N(CC(=O)NCCSc2nc3ccccc3s2)S(=O)(=O)c2ccccc2)c(OC)c1	-3%	2.3%
c1cc(C2OCCN2CC2COC3(CCCC3)O2)ccn1 (stereo not drawn)	-1%	7.8%
COc1ccc(C(CC(=O)O)NC(C)=O)cc1OC (stereo not drawn)	8%	1.2%
CC1=CC(C)(C)N(S(=O)(=O)c2ccc(C)cc2)c2ccccc21	x	1.9%
COc1c(Cl)cc(C(=O)Nc2cc(Cl)cc(Cl)c2)cc1Cl	-3%	4.3%
COCC(C)NC(=O)C1CC(c2cccc(Br)c2)=NO1 (stereo not drawn)	-14%	-0.1%
O=c1[nH]c2ccc(Br)cc2c(-c2ccc(Cl)cc2)c1N1CCOCC1	-6%	5.3%
C=CCOc1ccc(Br)cc1/C=N/O	x	-6.7%
Cc1cccc(OCCOc2ccc(/C=C3/SC(=S)N(C)C3=O)cc2)c1	-2%	0.7%
CCc1c(C(=O)NC2CCCC2)csc1C	1%	2.9%
O=C(N/N=C/C=C/c1ccccc1)c1cc(-c2ccccc2)n[nH]1	1%	-0.9%
